DT40 TDP1 no CPT: qHTS for Inhibitors of human tyrosyl-DNA phosphodiesterase 1 (TDP1): qHTS in cells in absence of CPT; DT40 Tdp1-/- hTDP1 cells, no CPT, ATP luminescence, 48 h; Potency, µM (series often up to 46.2 µM), without a hit: at the highest dose activity change, negative = growth inhibition, most hits filed as inhibitors; actives 15% (n = 420,000); further: nearly all actives have a fitted effect of over 55% in size
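Chicken DT40 Tdp1-/- cells stably complemented with human TDP1 were seeded at 400 cells/well with DMSO in place of 20 nM camptothecin. After compound pinning, cells grew at least 48 hr at 37 °C; viability read by CellTiter-Glo luminescence.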
DT40 TDP1 CPT: growth inhibition of DT40 Tdp1-/-;hTDP1 cells with camptothecin (screen for TDP1 inhibitors); actives 12% (n = 420,000); chicken DT40 Tdp1-/-;hTDP1 cells + 20 nM CPT, ATP luminescence, 48 h; AID 686979; Potency, µM (titrated, usually from 46.2 µM), without a hit: top-dose activity change, negative = growth inhibition, hits mostly inhibitors; further: nearly all actives have a fitted effect of over 55% in size
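Chicken DT40 Tdp1-/- cells stably complemented with human TDP1 were seeded at 400 cells/well in medium containing 20 nM camptothecin, exposed to pin-transferred compounds, and grown at 37 °C for at least 48 hr. Viability was read as ATP luminescence.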
TDP1 block: blocks human tyrosyl-DNA phosphodiesterase 1; Q9NUW8; recombinant TDP1, AlphaScreen DNA substrate cleavage; Potency, µM (doses to about 130 µM), without a hit: at the highest dose activity change, negative = inhibition, most hits filed as inhibitors; actives 0.28% (n = 350,000); further: nearly all actives have a fitted effect of over 40% in size
Target sequence (Q9NUW8 whole entry, looked up): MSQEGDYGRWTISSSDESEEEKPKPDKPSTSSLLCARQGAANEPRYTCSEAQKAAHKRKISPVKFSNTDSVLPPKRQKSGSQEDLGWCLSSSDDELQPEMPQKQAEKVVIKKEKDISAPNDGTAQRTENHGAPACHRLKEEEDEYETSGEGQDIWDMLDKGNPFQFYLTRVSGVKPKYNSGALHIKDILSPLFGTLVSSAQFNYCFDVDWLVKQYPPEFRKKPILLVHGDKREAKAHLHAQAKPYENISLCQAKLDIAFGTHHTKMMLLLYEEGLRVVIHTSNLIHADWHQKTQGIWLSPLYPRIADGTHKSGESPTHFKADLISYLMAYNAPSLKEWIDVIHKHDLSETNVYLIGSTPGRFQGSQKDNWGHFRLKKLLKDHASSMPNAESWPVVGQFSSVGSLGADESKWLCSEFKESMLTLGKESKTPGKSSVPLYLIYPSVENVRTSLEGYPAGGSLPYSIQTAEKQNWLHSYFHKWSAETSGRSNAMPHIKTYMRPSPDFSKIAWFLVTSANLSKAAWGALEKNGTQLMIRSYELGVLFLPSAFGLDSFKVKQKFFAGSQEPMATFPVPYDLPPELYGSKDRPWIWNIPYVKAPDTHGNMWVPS
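Steps: enzyme plus compound, 15 min RT; add biotin/phosphotyrosine-FITC oligonucleotide (15 nM final), react 5 min; add donor/acceptor beads (10 ug/ml final), 10 min; read AlphaScreen. Tdp1 at 1 nM final.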
Active calls of the source: *; & = joins results of further samples; [ ] = dose if it differs, or a comment. The call rests on the fitted dose curve; in most records, active means well fitted curve in the direction sought with a large enough effect; inconclusive means small, poorly fitted or top-dose-only effect, or another doubt; inactive means no such curve, though single readings can be large; an effect the other way counts as inactive or inconclusive. On the % scale 0 is the no-effect control and ±100 the full control effect; potency means the concentration at half of the fitted maximal effect. An unsorted share of the library (roughly 18% active in at least one column).

For COc1ccc(OC)c(CNC(=O)CN2N=C(c3ccc(Cl)cc3)CCC2=O)c1 the results were DT40 TDP1 no CPT -21.5%, DT40 TDP1 CPT -15.3% and TDP1 block 0.0%.
`C[C@@H]1CN(C(=O)c2nc3ccc(Cl)cn3c2CN[C@H]2CCCCNC2=O)C[C@H](C)O1` gave DT40 TDP1 no CPT 10.3%, DT40 TDP1 CPT inconclusive and TDP1 block 7.4%.
Screening Cc1ccc(C)c(OCC(=O)N2CCN(c3ncccn3)CC2)c1 returned DT40 TDP1 no CPT inconclusive, DT40 TDP1 CPT -6.8% and TDP1 block 0.2%.
O=C(Cn1cc(SCc2cccc(Cl)c2)c2ccccc21)N1CCCCC1 was read as DT40 TDP1 no CPT inconclusive, DT40 TDP1 CPT 18.4µM* and TDP1 block 2.6%.
Screening COCCNC(=O)C1(C)CCCN(C(=O)c2c(F)ccc(C)c2F)C1 (centres undefined) returned DT40 TDP1 no CPT -0.3% and DT40 TDP1 CPT -6.6%.
Screening COc1ccc(-c2cc(C(F)(F)F)nc(S(=O)(=O)CCCC(=O)Nc3ccccc3C(F)(F)F)n2)cc1OC returned DT40 TDP1 no CPT 2.06µM*, DT40 TDP1 CPT 1.16µM* and TDP1 block 2.9%.
For COc1ccc(-c2nc(CN3CCC(C(=O)NCCc4ccccc4)CC3)c(C)o2)cc1OC the results were DT40 TDP1 no CPT inconclusive, DT40 TDP1 CPT -28.9% and TDP1 block 3.5%.
For Cc1cc(C)c(C)c(S(=O)(=O)N2CCC(C(=O)Nc3ccncc3)CC2)c1C the results were DT40 TDP1 no CPT 8.2µM*, DT40 TDP1 CPT inconclusive and TDP1 block 4.1%.
Screening CC(C)CCN1CCN=C1Nc1ccccc1 returned DT40 TDP1 no CPT -8.2% and DT40 TDP1 CPT -23.0%.
`CN(C)S(=O)(=O)N1CCCC(C(=O)c2ccc(C(F)(F)F)cc2)C1` (centres undefined) gave DT40 TDP1 no CPT inconclusive, DT40 TDP1 CPT -20.2% and TDP1 block -2.4%.
`COC(=O)c1ccc(CSc2nnc(Nc3cccc(OC)c3)s2)o1` gave DT40 TDP1 no CPT inconclusive, DT40 TDP1 CPT inconclusive and TDP1 block 8.5%.
`Cc1cccc(C)c1NC(=O)c1csc([C@H]2C[C@H](O)[C@@H](CO)O2)n1` gave DT40 TDP1 no CPT 16.4% and DT40 TDP1 CPT -28.2%.
`C=CCc1cccc(Cl)c1OCCCNC1CCCC1` gave DT40 TDP1 no CPT 18.4µM* and DT40 TDP1 CPT 23.1µM*.
`Cc1c(Nc2nc3ccccc3nc2NS(=O)(=O)c2ccccc2)c(=O)n(-c2ccccc2)n1C` gave DT40 TDP1 no CPT -19.1%, DT40 TDP1 CPT -9.7% and TDP1 block -5.1%.
For CC(=O)Oc1ccc(-c2csc(Nc3ccccn3)n2)cc1 the results were DT40 TDP1 no CPT 7.31µM* and DT40 TDP1 CPT 16.4µM*.

Overlap with the part before: 6 entries, followed by the next part.
`CN(C)S(=O)(=O)N1CCCC(C(=O)c2ccc(C(F)(F)F)cc2)C1` (centres undefined) gave DT40 TDP1 no CPT inconclusive, DT40 TDP1 CPT -20.2% and TDP1 block -2.4%.
`COC(=O)c1ccc(CSc2nnc(Nc3cccc(OC)c3)s2)o1` gave DT40 TDP1 no CPT inconclusive, DT40 TDP1 CPT inconclusive and TDP1 block 8.5%.
`Cc1cccc(C)c1NC(=O)c1csc([C@H]2C[C@H](O)[C@@H](CO)O2)n1` gave DT40 TDP1 no CPT 16.4% and DT40 TDP1 CPT -28.2%.
`C=CCc1cccc(Cl)c1OCCCNC1CCCC1` gave DT40 TDP1 no CPT 18.4µM* and DT40 TDP1 CPT 23.1µM*.
`Cc1c(Nc2nc3ccccc3nc2NS(=O)(=O)c2ccccc2)c(=O)n(-c2ccccc2)n1C` gave DT40 TDP1 no CPT -19.1%, DT40 TDP1 CPT -9.7% and TDP1 block -5.1%.
For CC(=O)Oc1ccc(-c2csc(Nc3ccccn3)n2)cc1 the results were DT40 TDP1 no CPT 7.31µM* and DT40 TDP1 CPT 16.4µM*.
`O=C(CNS(=O)(=O)c1ccc(F)c(Cl)c1)N1CCCCCC1` gave DT40 TDP1 no CPT -2.3%, DT40 TDP1 CPT 15.9% and TDP1 block 5.6%.
For Cc1ccc(CCNC(=O)Cn2ccc3cc(S(=O)(=O)N4CCCC4)ccc32)cc1 the results were DT40 TDP1 no CPT 23.1µM*, DT40 TDP1 CPT inconclusive and TDP1 block 0.8%.
For CCCCCCCCCCCCCC(=O)NO the results were DT40 TDP1 no CPT inconclusive and DT40 TDP1 CPT inconclusive.
For COc1ccc(NC(=O)CSc2nc3ccccc3c(=O)n2CCC(=O)N2CCCCC2)cc1 the results were DT40 TDP1 no CPT inconclusive, DT40 TDP1 CPT inconclusive and TDP1 block 9.9%.
For O=C(CSc1nc2nccnc2c(=O)n1CCc1c[nH]c2ccccc12)Nc1ccccc1 the results were DT40 TDP1 no CPT 14.6µM*, DT40 TDP1 CPT 20.6µM* and TDP1 block 6.5%.
For Cc1ccc(OCC(=O)NNC(=O)C2CSC3(C)CCC(=O)N23)cc1 (centres undefined) the results were DT40 TDP1 no CPT -3.1%, DT40 TDP1 CPT 7.5% and TDP1 block 0.3%.
O=C(NCCCN1CCCC1=O)c1ccc2c(=O)n(-c3ccccc3F)c(=S)[nH]c2c1 was read as DT40 TDP1 no CPT -21.0%, DT40 TDP1 CPT -16.2% and TDP1 block -2.6%.
Screening Cc1cc(-c2ccccc2)nc2cc(C(N)=O)nn12 returned DT40 TDP1 no CPT -14.5%, DT40 TDP1 CPT -6.3% and TDP1 block 4.2%[56.1 µM].
For CCOC(=O)c1ccc(S(=O)(=O)NCC(c2ccc(N(C)C)cc2)c2c[nH]c3ccccc23)cc1 (centres undefined) the results were DT40 TDP1 no CPT inconclusive, DT40 TDP1 CPT inconclusive and TDP1 block 5.7%.
For O=C(NCCCN1CCCC1=O)c1ccc(S(=O)(=O)Nc2ccccc2)cc1 the results were DT40 TDP1 no CPT inconclusive and DT40 TDP1 CPT inconclusive.
For O=C(COC(=O)C1(c2ccccc2F)CCCC1)N1CCc2ccccc21 the results were DT40 TDP1 no CPT 0.0%, DT40 TDP1 CPT 8.9% and TDP1 block 5.4%.
N#CCOC(=O)[C@H](Cc1c[nH]c2ccccc12)NS(=O)(=O)c1ccc(Cl)cc1 was read as DT40 TDP1 no CPT -29.8% and DT40 TDP1 CPT -20.2%.
Screening CCOc1ccc(/C(O)=C2/C(=O)C(=O)N(CCCn3ccnc3)C2c2cccs2)cc1Cl (centres undefined) returned DT40 TDP1 no CPT 8.9%, DT40 TDP1 CPT -2.2% and TDP1 block 2.9%.
O=C(c1ccc(S(=O)(=O)N2CCOCC2)cc1)N(c1ccc(F)cc1)C1C=CS(=O)(=O)C1 (centres undefined) was read as DT40 TDP1 no CPT -20.0%, DT40 TDP1 CPT -0.6% and TDP1 block 0.0%.
Screening COc1ccc(Cn2c(-c3ccc(Cl)cc3)c[n+]3ccccc23)cc1 returned DT40 TDP1 no CPT 1.16µM*, DT40 TDP1 CPT 1.84µM* and TDP1 block -2.7%.
`Cc1c(NC(=O)c2ccccc2NS(=O)(=O)c2ccc(Br)cc2)c(=O)n(-c2ccccc2)n1C` gave DT40 TDP1 no CPT 3.9%, DT40 TDP1 CPT 16.3% and TDP1 block 7.8%.
`COc1ccc(Cl)cc1NC(=O)c1cc(-c2ccc3c(c2)OCO3)on1` gave DT40 TDP1 no CPT -5.6%, DT40 TDP1 CPT -4.2% and TDP1 block 2.7%.
For Cc1cc(NC(=O)CSc2nnc(Nc3ccccc3F)s2)no1 the results were DT40 TDP1 no CPT 10.2%, DT40 TDP1 CPT -6.4% and TDP1 block 2.6%.
For COc1ccc(/C=C/C(=O)c2ccc[nH]2)c(OC)c1OC the results were DT40 TDP1 no CPT inconclusive, DT40 TDP1 CPT -0.4% and TDP1 block 0.0%.
Cn1ccnc1SC(=O)N1c2ccccc2Sc2ccccc21 was read as DT40 TDP1 no CPT -28.8%, DT40 TDP1 CPT inconclusive and TDP1 block 4.3%.
`COc1ccc(/C=C(/C#N)C(=O)Nc2cc(C)ccc2C)cc1C(=O)O` gave DT40 TDP1 no CPT 3.9%, DT40 TDP1 CPT -18.3% and TDP1 block 2.0%.
`COc1ccc2c(c1)[nH]c1c(=O)n(Cc3ccccn3)cnc12` gave DT40 TDP1 no CPT -6.7%, DT40 TDP1 CPT -1.9% and TDP1 block -4.9%.
`Cc1ccc(C(=O)NCC(=O)NCC(c2ccco2)N2CCCCC2)cc1C` (centres undefined) gave DT40 TDP1 no CPT 0.8%, DT40 TDP1 CPT inconclusive and TDP1 block 1.4%.
`COc1cc(OC)c(N(C)C(=O)c2sc3nc4n(c(=O)c3c2C)CCCC4)cc1Cl` gave DT40 TDP1 no CPT 16.4µM*, DT40 TDP1 CPT inconclusive and TDP1 block 5.2%.
For COc1ccc(CSc2nc3nc(C)cc(C)n3n2)cc1F the results were DT40 TDP1 no CPT -16.3% and DT40 TDP1 CPT -19.0%.
Screening CCOCCCn1c(=O)c2ccccc2n2c(=S)[nH]nc12 returned DT40 TDP1 no CPT -12.6% and DT40 TDP1 CPT 6.7%.
`CCCN1Cc2cccc(C(=O)Nc3ccc(OC)c(OC)c3)c2C1=O` gave DT40 TDP1 no CPT -3.5% and DT40 TDP1 CPT 14.3%.
Screening CCOCCCNC(=O)C1CCC(CNS(=O)(=O)c2cccc3nsnc23)CC1 (centres undefined) returned DT40 TDP1 no CPT -2.6%, DT40 TDP1 CPT inconclusive and TDP1 block 5.2%.
Screening CC(C)[C@H](NC(N)=O)C(=O)Nc1ccc(Oc2ccccc2)cc1 returned DT40 TDP1 no CPT -4.2%, DT40 TDP1 CPT 0.3% and TDP1 block 3.5%.
Screening O=C1NC[C@@H](CCCCN2C[C@H](Cc3ccc(O)cc3)N(CC3CCCCC3)C(=O)C2=O)N(CCC2CCCCC2)C1=O returned DT40 TDP1 no CPT -10.7% and DT40 TDP1 CPT 3.2%.
Screening Cc1nn(Cc2ccccc2)c(Cl)c1C(=O)OCC#N returned DT40 TDP1 no CPT -11.8%, DT40 TDP1 CPT 1.8% and TDP1 block -3.6%.
For NC(=O)C1CCN(C(=O)c2ccc(-c3ccccc3)cc2)CC1 the results were DT40 TDP1 no CPT -2.8%, DT40 TDP1 CPT -5.7% and TDP1 block 4.5%.
Screening CCc1cccc(N(CC(=O)NC2CCCCC2)C(=O)c2csnn2)c1 returned DT40 TDP1 no CPT inconclusive, DT40 TDP1 CPT -14.1% and TDP1 block 4.6%.
CCOC(=O)c1nc(Nc2ccc(N3CCOCC3)cc2)c2ccccc2n1 was read as DT40 TDP1 no CPT inconclusive and DT40 TDP1 CPT inconclusive.
Screening CC(C)(C)C(=O)Nc1ccc2nc(SCC(=O)N3CCCC3)sc2c1 returned DT40 TDP1 no CPT 20.6µM*, DT40 TDP1 CPT -84.7% and TDP1 block 3.6%.
`CC[C@@H](C)[C@@H]1CN([C@@H](CN2CCC[C@H]2CN2C(N)=NC[C@H]2CC(C)C)C(C)C)C(=N)N1CCc1ccc(Cl)c(Cl)c1` gave DT40 TDP1 no CPT inconclusive, DT40 TDP1 CPT inconclusive and TDP1 block -0.3%.
Screening O=C(Nc1ccc(Cl)cc1)c1cnn2c1NC(c1ccccc1)=CC2c1ccccc1 (centres undefined) returned DT40 TDP1 no CPT inconclusive, DT40 TDP1 CPT inconclusive and TDP1 block 2.6%.
Screening O=C(Oc1c(-c2ccccc2)c(=O)n2c3c(cccc13)CC2)c1cccc([N+](=O)[O-])c1 returned DT40 TDP1 no CPT inconclusive, DT40 TDP1 CPT -2.6% and TDP1 block 6.8%.
For CCc1nc2c(OCCn3cccc3)cccn2c1N(C)C(=O)C1CC1 the results were DT40 TDP1 no CPT inconclusive and DT40 TDP1 CPT -22.0%.
For Cc1ccnc(SCC(=O)c2ccc([N+](=O)[O-])cc2)n1 the results were DT40 TDP1 no CPT -9.8%, DT40 TDP1 CPT -6.5% and TDP1 block 3.0%.
O=C1OCCN1C(=O)[C@H]1[C@H](c2ccc(F)cc2)C(c2ccc(F)cc2)=NN1c1ccc(Br)cc1 was read as DT40 TDP1 no CPT inconclusive, DT40 TDP1 CPT inconclusive and TDP1 block -5.1%&-1.3%.
Screening Cc1cc(Cl)ccc1OCC(=O)OCC(=O)NC1CCS(=O)(=O)C1 (centres undefined) returned DT40 TDP1 no CPT 14.1%, DT40 TDP1 CPT -0.4% and TDP1 block 1.2%.

Bioassay records deposited in PubChem BioAssay by National Center for Advancing Translational Sciences (NCATS).
